Thrombin inh: thrombin (human) inhibition. P00734. alpha-thrombin, Boc-VPR-AMC fluorogenic substrate cleavage. inhibition, % at 5 µM. 220,000 compounds, 0.26% hits. AID 1046;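 active means inhibition at or above 40%; inactive means inhibition below 40%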;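 further: 0% = enzyme with no compound and 100% = wells without enzyme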
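signal = AMC fluorescence, 355/460 nm | material = human alpha-thrombin enzyme | control set = enzyme without compound as high, wells lacking enzyme as low | times = reaction at room temperature | read-out basis = percent inhibition scaled between no-compound controls and no-enzyme blanks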
FXIa inh: factor XIa (human) inhibition. P03951. purified FXIa, Boc-Glu-Ala-Arg-AMC fluorogenic substrate. inhibition, % at 5 µM. 220,000 compounds, 0.14% hits. AID 798;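 active means inhibition of at least 40%; inactive means inhibition below 40%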;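 further: fluorescence of freed AMC excited at 355 nm; 0% = enzyme without compound and 100% = no enzyme blank; many of its hits are not listed in these tables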
FXIIa inh 1536: blocks human coagulation factor XIIa protease activity; 220,000 compounds, 0.3% hits; P00748; AID 800; purified FXIIa, Boc-QGR-AMC fluorogenic substrate, 2 h; inhibition, % at 5 µM; in the data active means inhibition above about 40%;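 further: 0% = enzyme with no compound and 100% = blank without enzyme; many of its hits are not listed in these tables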
zVAD death inh: L929 zVAD cell death inhibition; AID 1377; 220,000 compounds, 0.38% hits; viability rescue, % at 10 µM; L929 zVAD necroptosis rescue, ATP luminescence, 24 h; with zVAD 60 µM;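 active means activation, scaled between plate controls, above about 75%, limit read from the data; inactive means activation under that limit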;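 further: 0% = zVAD with DMSO and 100% = DMSO alone without zVAD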
Cl transport mod: modulates chloride dependent transport by human KCC2; B-score of Tl+ flux slope (higher = more flux/activation; lower = inhibition) at 10 µM; KCC2 cells, thallium flux FluoZin-2 fluorescence; AID 1456; 190,000 compounds, 2.2% hits; Q9H2X9;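 active means thallium flux slope and its plate-corrected score both differing from the plate sample mean at a set confidence after two filtering rounds, in either direction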;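 further: slope of fluorescence scaled to starting intensity during 10 to 20 s after thallium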
TNF necrop inh: TNF-alpha cell death inhibition in Jurkat FADD-/- cells; Jurkat FADD-/- TNF necroptosis rescue, ATP luminescence, 24 h; 0 = TNF only, 100 = no-TNF cells; activation (protection from cell death), % at 10 µM; 220,000 compounds, 0.068% hits; AID 463075;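 active means activation, meaning protection from cell death, of at least 50% relative to plate controls; inactive means activation below 50%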;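 further: necroptosis triggered by 40 ng/mL TNF-alpha added together with compound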
Rad51 HR inh: blocks human Rad51 in homologous recombination. 200,000 compounds, 0.085% hits. inhibition, % at 10 µM. hRad51 DNA strand exchange, fluorescence dequenching;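 active means inhibition above 40% at the single screening dose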;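 further: 0% = DMSO control wells and 100% = blanks with heterologous ssDNA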
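Material: hRad51 filaments on single-stranded DNA; Reagent: Donor/quencher-labelled 47-bp dsDNA substrate; Compound: 10 µM final, single point; Schedule: 37 °C 15-min filament assembly, 30-min compound preincubation, 15-min exchange; Technique: FRET fluorescence, excitation 485 nm, emission 520 nm; Benchmarks: control wells and blank wells on each plate.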
Hck Nef HTS: blocks Nef-activated human Hck kinase; P08631; Recombinant Hck-YEEI plus Nef, Z-Lyte FRET kinase assay; inhibition, % at 20 µM; 220,000 compounds, 0.68% hits;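 active means Hck-Nef kinase inhibition above about 50%, limit read from the data; inactive means inhibition below that limit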;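 further: 0% = DMSO with Hck plus Nef and 100% = Hck alone without Nef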
Target sequence (P08631 whole entry, looked up): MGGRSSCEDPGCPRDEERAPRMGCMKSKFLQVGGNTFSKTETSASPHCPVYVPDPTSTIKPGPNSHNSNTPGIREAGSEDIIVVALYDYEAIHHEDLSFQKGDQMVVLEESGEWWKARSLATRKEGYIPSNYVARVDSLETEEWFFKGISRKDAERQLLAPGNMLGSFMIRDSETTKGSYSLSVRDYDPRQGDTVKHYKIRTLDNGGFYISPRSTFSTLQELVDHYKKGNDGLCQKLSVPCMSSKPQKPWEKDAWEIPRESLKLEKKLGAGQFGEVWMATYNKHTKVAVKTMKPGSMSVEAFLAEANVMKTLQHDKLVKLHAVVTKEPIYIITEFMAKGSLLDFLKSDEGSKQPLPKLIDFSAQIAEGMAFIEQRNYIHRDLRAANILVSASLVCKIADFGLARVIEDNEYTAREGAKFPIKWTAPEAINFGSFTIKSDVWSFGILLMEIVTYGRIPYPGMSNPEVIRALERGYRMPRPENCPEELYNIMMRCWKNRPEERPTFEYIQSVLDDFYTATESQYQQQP
KLK5 inh: inhibitors of human kallikrein 5; Q9Y337; recombinant hK5, fluorogenic AMC substrate cleavage; inhibition, % at 5 µM; 210,000 compounds, 0.59% hits;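 active means inhibition of 40% or more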;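 further: 0% = enzyme controls without compound and 100% = no-enzyme blanks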
Target sequence (Q9Y337 67-293 limits assumed): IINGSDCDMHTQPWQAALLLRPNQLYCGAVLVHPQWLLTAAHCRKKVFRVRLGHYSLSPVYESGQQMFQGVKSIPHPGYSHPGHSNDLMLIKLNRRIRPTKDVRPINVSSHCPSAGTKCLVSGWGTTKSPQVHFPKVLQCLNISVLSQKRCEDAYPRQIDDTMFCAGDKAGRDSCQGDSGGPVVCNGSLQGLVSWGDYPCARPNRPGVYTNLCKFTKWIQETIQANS
Numbers without * were called inactive; nt = not tested or not shown; & = joins results of further samples.

smiles	Thrombin inh	FXIa inh	FXIIa inh 1536	zVAD death inh	Cl transport mod	TNF necrop inh	Rad51 HR inh	Hck Nef HTS	KLK5 inh
CC1CCCN(Cc2nc3c(c(=O)n(C)c(=O)n3C)n2Cc2c(F)cccc2Cl)C1 (stereo unspecified)	-8	-8	2	0.3	-1.9	-5.7	-1	0	-4
Cn1cc(C(=O)Nc2ccc(Cl)cc2)c(C(F)(F)F)n1	-2	-6	4	5.0	-0.0058	-0.3	-5	25	7
CCC(Oc1ccccc1)C(=O)N1CCN(CC)CC1 (stereo unspecified)	-1	0	2	-0.3	nt	-0.8	1	1	3
Fc1ccc(-n2c(Cc3cccs3)n[nH]c2=S)cc1Cl	5	-2	12	-0.1	1.4	-0.6	9	6	-6
O=[N+]([O-])c1cccc(-n2nnnc2CNCc2ccccc2)c1	-3	0	8	-0.8	-0.046	0.1	-2	17	-1
CCNC(=S)Nc1ccc(C)c(S(=O)(=O)Nc2ccccc2OC)c1	-12	0	3	0.0	-1.7	-2.9	nt	9	-2
COc1cc(C(=O)NCC(=O)N/N=C(/C)c2cccs2)cc(OC)c1OC	0	24	26	0.2	0.042	1.8	0	3	-21
O=C1c2ccccc2C(=O)N1CCCc1nc2ccccc2c(=O)n1-c1cccnc1	-1	5	14	0.0	-1.2	-3.2	nt	1	2
COc1ccc(S(=O)(=O)N2CCCC2c2cccs2)cc1 (stereo unspecified)	2	1	7	0.3	-1.4	0.5	11	8	-1
N#Cc1cccc(C(c2nnnn2C2CCCC2)N2CCCCCC2)c1 (stereo unspecified)	3	21	28	0.1	0.15	-0.9	4	0	0
CN(C)S(=O)(=O)c1cc(NC(=O)CN2CCNC(=O)C2)ccc1Cl	-5	9	5	0.0	1.4	0.4	3	4	-11
CC(C)(C)Cc1nnc(NC(=O)Cc2cccs2)s1	1	3	14	3.5	2	0.4	-16	33	-62
COCCCNC1CS(=O)(=O)CC1O (stereo unspecified)	-1	-2	7	-0.4	0.21	-0.1	-9	25	3
O=C(c1ccco1)N1CCN(c2cc(C(F)(F)F)nc3ncnn23)CC1	-1	0	15	0.0	0.00053	-1.8	nt	1	17
Cc1ccc(CS(=O)(=O)CCC(=O)NCC2CCCO2)cc1 (stereo unspecified)	-1	0	15	0.6	0.92	-1.6	1	-2	7
O=C(O)CCC(=O)N1CCc2cc(S(=O)(=O)N3CCCCC3)ccc21	-4	-5	9	0.3	0.97	-0.7	-6	5	-6
CC1(C)S[C@@H]2[C@H](NC(=O)[C@H](N)c3ccccc3)C(=O)N2[C@H]1C(=O)O	0	-4&7	3&15	0.8&3.1	0.2&0.43	2.6&1.1	2&-1	-3&-2	-10&4
Cc1cc(NC(=O)CCSc2ccccc2)no1	-11	-2	3	1.5	1.4	1.8	-12	21	-4
CCOC(=O)C(NC(=O)c1ccc(F)cc1)(Nc1nnc(C)s1)C(F)(F)F (stereo unspecified)	2	-2	11	1.4	0.061	0.4	3	-2	-6
COC(=O)c1sc(=S)n(-c2ccccc2)c1N	3	3	13	-0.3	0.43	-1.4	-10	1	4
COc1ccc(/C(C)=N\Nc2nc(-c3ccccc3)cc(=O)[nH]2)cc1	-3	1	8	1.5	-3.3	1.3	-5	2	-13
Cc1ccc(Cl)cc1NC(=O)CCN1C(=O)C2C3CCC(C3)C2C1=O (stereo unspecified)	-11	-3	7	37	0.39	0.3	-2	19	0
O=[N+]([O-])/C=C1\CCCCCN1	-5	-1	7	-0.4	0.62	5.9	17	6	-1
Cc1ccc(C(=O)CSc2nnc(-c3ccc4[nH]c(C)c(C)c4c3)o2)cc1C	3	8	17	0.0	-0.72	1.3	-4	39	-13
CCOc1ccc(OCC)c(-c2c(=O)n(OCc3ccccc3Br)c3ccccc3[n+]2[O-])c1	3	0	3	0.4	nt	-1.9	4	0	-15
Cc1c(NC(=O)C(C)OC(=O)c2cccc([N+](=O)[O-])c2)c(=O)n(-c2ccccc2)n1C (stereo unspecified)	3	5	10	0.1	0.64	0.8	nt	-9	5
O=C(C1CCCO1)N1CCN(C(=S)Nc2ccccc2)CC1 (stereo unspecified)	-13	5	7	0.9	-0.6	1.3	6	4	-17
O=C(CN1CCCc2ccccc21)Nc1ccccc1[N+](=O)[O-]	0	0	10	0.7	0.064	1.6	nt	18	1
CN1C(=O)C(O)(CC(=O)c2cccnc2)c2ccccc21 (stereo unspecified)	3	10	18	0.4	0.1	-1.7	4	1	-1
CCCCC(=O)Nc1ccc(C(=O)NNC(=O)c2ccco2)cc1	-5	-7	0	0.4	0.4	-1.0	7	0	-3
COc1ccc(-c2ccc3c(N)c(C(=O)c4cccc(OC)c4)sc3n2)cc1	3	5	6	-0.1	-0.35	-3.4	-39	10	3
COc1ccc(NS(=O)(=O)c2ccc(SC)cc2)cc1	-2	-11	-9	0.0	nt	15	0	1	-22
CC(C)c1nnc(NC(=O)Cc2cccs2)s1	-6	4	13	2.1	0.21	6.2	-4	-6	-6
CC(C)CNC(=O)COC(=O)c1ccc(F)cc1Cl	-8	1	5	-0.3	0.31	1.5	6	22	-3
Cc1ccc(C)c(N2CCN(C(=O)c3cc4sccc4n3C)CC2)c1	-4	-8	12	0.7	-0.2	-8.3	-2	0	0
O=C(O)/C=C/C(=O)Nc1ccccc1SC(F)(F)F	-1	-1	3	-0.8	-1.2	0.5	0	-1	-10
O=C(Cn1nnc(-c2ccccc2F)n1)Nc1ccc(C(=O)N2CCOCC2)cc1	7	-9	3	0.0	nt	-1.6	nt	10	-28
CCn1cc(CNc2nc3nonc3nc2N2CCCCC2)cn1	-2	-2	5	-0.5	-0.0016	1.5	nt	1	nt
O=C(Nc1ccc(O)c(-c2nc3ccccc3s2)c1)c1cc(=O)c2ccccc2o1	-7	5	5	0.6	-0.78	1.8	1	25	-27
COc1ccccc1NC(=S)N1CCN(c2ncccn2)CC1	-8	-5	0	0.2	0.57	-0.2	29	-3	-7
CCOC(=O)N1CCN(C(=O)CSc2nnc(CNC(=O)c3c(F)cccc3Cl)o2)CC1	13	-1	22	-0.3	-0.073	-0.5	-2	7	42*
CC(C)c1ccc(-n2cnn(-c3ncccc3[N+](=O)[O-])c2=O)cc1	0	14	8	78*	0	2.1	6	25	12
Cc1cc(OCC(=O)N(C)C2CCCCC2)ccc1Cl	0	5	12	-0.1	nt	4.7	nt	11	-11
Cc1ccc2c(c1)COc1c3ccc(C(=O)NC(C)C)cc3nn1-2	-4	-1	0	2.8	0.073	2.1	-1	22	0
COCCNC(=S)N1CCN(c2cccc(C)c2C)CC1	-14	-6	-1	0.8	-1.1	-1.6	-64	24	1
Oc1ccccc1N=Cc1sc2ccccc2c1Cl	-2	4	10	86*	0.83	4.9	0	-1	8
CCCCC1(C(=O)OCC)CC(CSC(=N)N)OC1=O (stereo unspecified)	-7	-4	-1	10	-0.42	0.8	nt	-6	nt
COc1cccc(NC(=S)N2CCc3cc(OC)c(OC)cc3C2)c1	3	5	15	1.4	-1.1	6.4	11	16	5

KLK5 inh, entries above that show a hit.
| structure | Thrombin inh | FXIa inh | FXIIa inh 1536 | Cl transport mod | Rad51 HR inh | Hck Nef HTS | KLK5 inh |
| --- | --- | --- | --- | --- | --- | --- | --- |
| CCOC(=O)N1CCN(C(=O)CSc2nnc(CNC(=O)c3c(F)cccc3Cl)o2)CC1 | 13 | -1 | 22 | -0.073 | -2 | 7 | 42* |

(more compounds)
smiles	Thrombin inh	FXIa inh	FXIIa inh 1536	zVAD death inh	Cl transport mod	TNF necrop inh	Rad51 HR inh	Hck Nef HTS	KLK5 inh
CCOC(=O)c1ccc(NCCOC)c([N+](=O)[O-])c1	1	-3	7	-0.4	nt	-1.1	-6	20	10
CCn1c(O)c(/C=C2\C=Nc3ccccc32)sc1=Nc1ccc(C)cc1	0	-6	4	0.4	-0.14	-1.7	3	1	-7
COc1ccc(OCc2nnc(SCC(=O)N3CCOCC3)o2)cc1	-2	-5	1	0.8	0.26	-0.5	-9	20	6
CCCN1CNC(=S)N(c2cc(C)ccc2C)C1	-1	9	18	-0.2	0.068	-1.9	4	0	-4
COC(=O)CC1=C(C(=O)OC)[C@@H](c2ccccc2[N+](=O)[O-])C(C#N)=C(N)O1	2	-2	9	0.4	0.095	-1.5	-8	11	-2
Cc1cc(Cl)c(S(=O)(=O)N2CCCC2)cc1OCC(=O)NC1CCCCC1	0	1	13	0.5	1	-3.1	-9	-2	1
CC(CS(=O)(=O)c1ccccc1[N+](=O)[O-])N1CCOCC1 (stereo unspecified)	6	-3	11	19	0.69	5.9	15	-36	-6
C=CCOc1ccc(/C=C/C(=O)Nc2ccc(C(=O)NC)cc2)cc1	-4	-7	-2	nt	-0.87	-0.1	nt	-2	-11
CC(=O)c1cccc(N(C(=O)CNC(=O)c2ccco2)C(C(=O)NC2CCCC2)c2ccc(C)o2)c1 (stereo unspecified)	15	0	10	0.0	1.5	0.1	9	25	-2
Cc1ccc(OCCN2CCN(c3ncnc4sc(C)c(C)c34)CC2)cc1	-6	4	8	-1.3	nt	-10	-5	1	-19
COCCNC(=O)CNC(=S)N(Cc1ccccc1)Cc1cccnc1	-6	-3	2	0.0	-0.93	1.4	1	1	-22
Cc1cc(=O)oc2cc(NC(=O)c3cc4ccccc4o3)ccc12	-1	0	15	1.9	0.44	1.2	nt	5	4
N/C(=N\OC(=O)Nc1ccccc1)c1ccno1	0	1	4	-0.4	0.18	-1.3	19	18	0

Only part of the results is shown, so the mix of outcomes need not match the whole.
